Screening results deposited in PubChem by The Scripps Research Institute Molecular Screening Center.
OPRK1 antag MB = antagonists of human kappa opioid receptor OPRK1, Maybridge library. inhibition, % at 9 µM. OPRK1 cells, antagonist mode, fluorescence readout. Kappa-type opioid receptor (Homo sapiens), P41145. AID 652031, 2013. 16,000 tested, 0.4% active; in the data active means inhibition above about 50%
Target sequence (P41145 whole entry, looked up): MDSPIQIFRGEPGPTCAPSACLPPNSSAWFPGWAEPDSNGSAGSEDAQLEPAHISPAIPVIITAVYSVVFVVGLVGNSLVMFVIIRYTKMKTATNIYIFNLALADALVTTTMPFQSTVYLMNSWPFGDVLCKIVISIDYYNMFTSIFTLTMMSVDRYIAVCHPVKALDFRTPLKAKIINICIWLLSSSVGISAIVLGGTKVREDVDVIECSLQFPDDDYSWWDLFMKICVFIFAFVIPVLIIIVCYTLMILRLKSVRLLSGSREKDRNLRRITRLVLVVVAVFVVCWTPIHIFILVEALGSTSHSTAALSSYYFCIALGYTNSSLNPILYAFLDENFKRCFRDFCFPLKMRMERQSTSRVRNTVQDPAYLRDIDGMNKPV
Luminol counter = counter-screen for Nox1 inhibitors: inhibitors of luminol chemiluminescence | HRP/luminol/H2O2 chemiluminescence counterscreen | inhibition, % at 6.7 µM | 16,000 tested, 0.4% active | AID 1823, 2009; further: reference of the scale not given here
S1P1 ag = activates the human S1P1 receptor. S1P1 agonist cell-based reporter assay. activation, % at 4.5 µM. 16,000 tested, 1.5% active. Sphingosine 1-phosphate receptor 1 (Homo sapiens), P21453; in the data active means activation above about 80%
rat GALR2 ag = agonists of rat galanin receptor 2 (GALR2) | cell-based GALR2 agonist screen | activation, % at 10 µM | 16,000 tested, 0.5% active; in the data active means activation above about 15%
Nox1 inhibitor = inhibitors of human NADPH oxidase 1 (Nox1); Q9Y5S8; HT29 cells, luminol chemiluminescence ROS; inhibition, % at 6.7 µM; 16,000 tested, 0.81% active; AID 1792, 2009
TLR4 MyD88 blk = inhibitors of human TLR4-MyD88 binding | 16,000 tested, 0.06% active | Toll-like receptor 4 (Homo sapiens), O00206 | Cell-based TLR4-MyD88 binding inhibition assay | inhibition, % at 10 µM | AID 811, 2007; in the data active means inhibition above about 45%
NOTCH agonist = agonists of NOTCH signaling. NOTCH signaling luciferase reporter cells, luminescence. activation, % at 2.5 µM. 15,000 tested, 0.4% active; in the data active means activation above about 2.2%
PME-1 Maybr inh = inhibitors of human PME-1 in Maybridge library | Protein phosphatase methylesterase 1 (Homo sapiens), Q9Y570 | recombinant PME-1, FP-Rh probe fluorescence polarization | inhibition, % at 9 µM | 16,000 tested, 0.5% active; in the data active means inhibition above about 30%
Target sequence (Q9Y570 whole entry, looked up): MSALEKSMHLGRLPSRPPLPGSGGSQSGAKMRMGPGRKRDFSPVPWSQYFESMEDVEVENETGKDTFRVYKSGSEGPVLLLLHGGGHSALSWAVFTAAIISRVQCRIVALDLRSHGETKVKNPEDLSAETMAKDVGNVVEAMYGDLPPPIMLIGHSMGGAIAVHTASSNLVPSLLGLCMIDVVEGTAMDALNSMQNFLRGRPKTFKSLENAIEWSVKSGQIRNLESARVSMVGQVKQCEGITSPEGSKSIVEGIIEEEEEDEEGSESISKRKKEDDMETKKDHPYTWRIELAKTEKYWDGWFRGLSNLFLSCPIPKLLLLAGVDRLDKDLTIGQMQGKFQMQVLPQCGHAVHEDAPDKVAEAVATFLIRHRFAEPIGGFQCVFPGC
* marks the source's active call; other numbers are inactive results; . = no result given. Unless noted, no stated cut-off is given here; in the data, active means inhibition above about 75%; inactive means the rest.

#1 O=S(=O)(c1ccc(F)c(F)c1)N1CCN(c2nc(-c3cccs3)ns2)CC1
#2 S=C(NCc1ccco1)Nc1ccc(C2=NCCO2)cc1
#3 CC1(C)OC(=O)C(=Cc2cc3ccccc3o2)C(=O)O1
#4 O=C(NCC1COc2ccccc2O1)Nc1ccc(Cl)cc1 (stereo not drawn)
#5 CCOC(=O)c1c(CSCc2ccc(Cl)cc2)oc2c(F)c(F)c(F)c(F)c12

assay / entry	1	2	3	4	5
OPRK1 antag MB	15	10	-3	-4	8
Luminol counter	2	0	1	0	8
S1P1 ag	1	-13	-8	-20	8
rat GALR2 ag	-6	-1	-6	-5	-3
Nox1 inhibitor	-48	10	-33	-35	-55
TLR4 MyD88 blk	13	0	6	2	0
NOTCH agonist	-1.0	-0.2	-0.5	-0.5	0.3
PME-1 Maybr inh	3	2	-1	-1	5

#6 Cn1nc(-c2ccccn2)sc1=S
#7 S=C(N/N=C/c1cccs1)NC1CC2CCC1C2 (stereo not drawn)
#8 Cn1ncc2c(NN3C(=O)CCC3=O)ncnc21
#9 COc1ccc(Oc2ccc(C(F)(F)F)cc2NC(=O)Nc2csc3ccccc23)cc1
#10 CNC(=S)NNC(=O)c1ccsc1

assay / entry	6	7	8	9	10
OPRK1 antag MB	-12	-14	7	5	-1
Luminol counter	-1	1	4	-1	5
S1P1 ag	-1	-20	-11	0	9
rat GALR2 ag	-6	-6	-3	-10	-6
Nox1 inhibitor	-18	-18	-74	12	48
TLR4 MyD88 blk	9	13	-1	0	-2
NOTCH agonist	0.8	-0.8	1.0	-0.1	0.0
PME-1 Maybr inh	-3	6	1	-155	8

#11 Cc1cc(Cl)ccc1Oc1ncccc1N
#12 CCC(C#N)(c1ccccc1)c1ccc([N+](=O)[O-])cc1 (stereo not drawn)
#13 Cc1nn(S(=O)(=O)c2ccccc2)c(C)c1Oc1ccc(Cl)cc1
#14 Cc1nc(C)c(-c2n[nH]c(=S)n2-c2ccccc2C(F)(F)F)s1
#15 CS(=O)(=NC(=O)c1cnn2c(C(F)(F)F)cc(C(F)(F)F)nc12)c1ccc(Cl)cc1 (stereo not drawn)

assay / entry	11	12	13	14	15
OPRK1 antag MB	20	-2	3	10	11
Luminol counter	-4	4	-2	20	6
S1P1 ag	5	18	10	-11	0
rat GALR2 ag	-5	-10	-7	-3	-8
Nox1 inhibitor	36	-65	-7	-46	-15
TLR4 MyD88 blk	-5	3	3	-4	3
NOTCH agonist	-0.9	-0.4	-0.4	0.0	-0.8
PME-1 Maybr inh	1	1	3	-3	0

#16 CCCc1c(C(=O)Nc2nn(C)c3cccc(OC)c23)cnn1-c1ccccc1
#17 CC1CN(c2ccc(S(N)(=O)=O)cc2[N+](=O)[O-])CC(C)O1 (stereo not drawn)
#18 CCCc1c(OCCCCc2nnn(CCCC(=O)O)n2)ccc2c(=O)ccoc12
#19 CCOC(=O)C(O)(c1ccc(N)cc1)C(F)(F)F (stereo not drawn)
#20 CCOC(=O)C1C(c2ccc(C#N)cc2)C(C(=O)OCC)C(O)(C(F)(F)F)NC1(O)C(F)(F)F (stereo not drawn)

assay / entry	16	17	18	19	20
OPRK1 antag MB	-12	9	-8	-3	-25
Luminol counter	-2	4	-7	2	-4
S1P1 ag	11	-8	-26	-23	5
rat GALR2 ag	-6	-5	-4	-3	-9
Nox1 inhibitor	-26	-49	-7	-30	-1
TLR4 MyD88 blk	0	3	-6	2	1
NOTCH agonist	-0.6	-0.3	-0.1	-6.0	0.9
PME-1 Maybr inh	3	-3	2	-4	3

#21 CC(=O)NC12CC3CC(C1)CC(O[N+](=O)[O-])(C3)C2
#22 CN(C)c1cccc2c1c(NC(=O)c1cc(Cl)sc1Cl)nn2C
#23 CN(C)c1ccc(/C=C(\C#N)C(N)=O)c(Cl)c1
#24 O=S1(=O)CCC(S(=O)(=O)Nc2c(F)c(F)c(F)c(F)c2F)C1 (stereo not drawn)
#25 Cc1onc(-c2c(Cl)cccc2Cl)c1C(=O)NN1C2CSC1CS2

assay / entry	21	22	23	24	25
OPRK1 antag MB	12	-14	10	4	6
Luminol counter	0	10	5	2	-5
S1P1 ag	2	-1	4	-16	-8
rat GALR2 ag	3	-10	-4	-7	-6
Nox1 inhibitor	-42	-33	-55	-8	-6
TLR4 MyD88 blk	0	12	-32	1	-10
NOTCH agonist	-0.7	-0.2	-0.2	0.6	0.6
PME-1 Maybr inh	3	0	0	-6	4

#26 Cc1c(/C=C/C(=O)Nc2ccc(F)cc2)sc2ccccc12
#27 COc1cc(C)c2c(c1)C=CC1C2CCC2(C)C(O)CCC12 (stereo not drawn)
#28 CCOC(=O)c1sc(-n2cccc2)nc1C
#29 CC(C)NC(=O)NC(=O)c1ccc(Oc2cc(Cl)cc(Cl)c2)c([N+](=O)[O-])c1
#30 O=c1c2ccccc2c(=O)n2n1CC=CC2

assay / entry	26	27	28	29	30
OPRK1 antag MB	7	14	7	10	-4
Luminol counter	2	-2	3	-5	3
S1P1 ag	-9	-3	5	6	-6
rat GALR2 ag	-7	-7	5	-3	-8
Nox1 inhibitor	-1	-1	-27	8	3
TLR4 MyD88 blk	-2	4	-3	-3	4
NOTCH agonist	-0.4	-0.1	-1.1	-0.1	0.1
PME-1 Maybr inh	-3	5	-5	4	2

#31 N#C/C(=C\NN1CCCCC1)S(=O)(=O)c1ccc(Cl)cc1
#32 Fc1ccc(CCc2ccc(F)cc2)cc1
#33 CN(NC(=O)c1cccs1)c1ccc([N+](=O)[O-])cn1
#34 OC[C@H](O)[C@H](O)[C@@H](O)[C@@H](O)[C@@H]1SC(c2ccccc2)=NN1c1ccccc1
#35 O=C(NC1(N2CCCCC2)C(=O)c2ccccc2C1=O)c1ccc(C(F)(F)F)cc1

assay / entry	31	32	33	34	35
OPRK1 antag MB	-10	-14	-12	13	-1
Luminol counter	43	-7	3	-1	1
S1P1 ag	1	-3	1	-7	-22
rat GALR2 ag	-6	-8	-6	-6	-4
Nox1 inhibitor	36	-3	-41	-24	-22
TLR4 MyD88 blk	-13	-7	-3	-11	-4
NOTCH agonist	0.0	0.5	0.0	0.1	-0.1
PME-1 Maybr inh	5	5	3	6	-1

#36 O=C(OCCNc1ccc([N+](=O)[O-])cn1)c1ccc([N+](=O)[O-])o1
#37 Cc1noc(C)c1C(=O)N1CCN(Cc2ccc3c(c2)OCO3)CC1
#38 C#Cc1cccc(N=Cc2cc([N+](=O)[O-])cc(Br)c2O)c1
#39 CC(C)c1ccc(NC(=O)CSc2nnc(OC(=O)N(C)C)n2-c2ccccc2)cc1
#40 Cc1cn(CCC(=O)NCc2c(F)cccc2Cl)c2ccccc12

assay / entry	36	37	38	39	40
OPRK1 antag MB	11	9	19	-18	-2
Luminol counter	-4	1	6	-1	0
S1P1 ag	4	0	11	-5	-3
rat GALR2 ag	-5	-9	0	-4	-8
Nox1 inhibitor	8	-34	-53	17	-63
TLR4 MyD88 blk	-18	1	-2	-5	6
NOTCH agonist	-0.1	-0.3	-0.2	-0.3	-0.4
PME-1 Maybr inh	6	-5	-2	2	1

Given with each value named: 4 of the compounds above.
[11] Cc1cc(Cl)ccc1Oc1ncccc1N
  OPRK1 antag MB: 20 | Luminol counter: -4 | S1P1 ag: 5 | rat GALR2 ag: -5 | Nox1 inhibitor: 36 | TLR4 MyD88 blk: -5 | NOTCH agonist: -0.9 | PME-1 Maybr inh: 1

[12] CCC(C#N)(c1ccccc1)c1ccc([N+](=O)[O-])cc1 (stereo not drawn)
  OPRK1 antag MB: -2 | Luminol counter: 4 | S1P1 ag: 18 | rat GALR2 ag: -10 | Nox1 inhibitor: -65 | TLR4 MyD88 blk: 3 | NOTCH agonist: -0.4 | PME-1 Maybr inh: 1

[13] Cc1nn(S(=O)(=O)c2ccccc2)c(C)c1Oc1ccc(Cl)cc1
  OPRK1 antag MB: 3 | Luminol counter: -2 | S1P1 ag: 10 | rat GALR2 ag: -7 | Nox1 inhibitor: -7 | TLR4 MyD88 blk: 3 | NOTCH agonist: -0.4 | PME-1 Maybr inh: 3

[14] Cc1nc(C)c(-c2n[nH]c(=S)n2-c2ccccc2C(F)(F)F)s1
  OPRK1 antag MB: 10 | Luminol counter: 20 | S1P1 ag: -11 | rat GALR2 ag: -3 | Nox1 inhibitor: -46 | TLR4 MyD88 blk: -4 | NOTCH agonist: 0.0 | PME-1 Maybr inh: -3

Remaining list, next part:
#41 O=S(=O)(CS(=O)(=O)N1CCOCC1)N1CCOCC1
#42 FC(F)(F)c1cc(C#CCN2CCCC2)cc(C(F)(F)F)c1
#43 N#CCCN(Cc1cccs1)C(=O)c1nccnc1C(=O)O
#44 NC(=O)c1cccc2cccc(Br)c12
#45 N#C/C(=C\c1cccnc1)C(=O)OCc1ccccc1

assay / entry	41	42	43	44	45
OPRK1 antag MB	-69	12	-2	0	-10
Luminol counter	-8	-7	-1	4	-1
S1P1 ag	18	8	-13	-8	5
rat GALR2 ag	-4	-6	-2	-6	-4
Nox1 inhibitor	21	4	-49	-19	8
TLR4 MyD88 blk	4	3	12	9	7
NOTCH agonist	-1.0	-0.3	-0.3	-0.8	0.7
PME-1 Maybr inh	1	10	0	-4	-1

#46 O=C(Nc1cccs1)Nc1nnc(C2CC2)s1
#47 Cc1ccc(SCCNC(=O)c2cccnc2Oc2ccccc2)cc1
#48 CCCS(=O)(=O)/C(C#N)=C/c1sccc1Oc1ccccc1
#49 COC(=O)/C=C1\SC(c2ccccc2)=NC1=O
#50 Cc1c(C(=O)NNC(=O)c2ccc(Cl)cc2)ncn1Cc1ccc(Cl)cc1

assay / entry	46	47	48	49	50
OPRK1 antag MB	-3	16	-12	-4	-5
Luminol counter	16	1	-3	-1	3
S1P1 ag	-4	-22	-12	-9	21
rat GALR2 ag	0	-5	-5	-6	-1
Nox1 inhibitor	-101	-28	-28	6	-19
TLR4 MyD88 blk	-3	-4	-5	-1	-2
NOTCH agonist	0.1	-0.8	.	-0.5	-0.8
PME-1 Maybr inh	3	4	1	-3	-1

#51 CCOC(=O)C1=C(C)NC(C)=C(C(=O)OCC)C1c1ccco1
#52 Cc1c(C)c(C)c(C(=O)CCCC(=O)O)c(C)c1C
#53 Cc1cc(S(=O)(=O)Nc2c(C)nn(C)c2C)c(Cl)cc1Cl
#54 COc1cc(C(=O)NN)c(-n2c(C)ccc2C)cc1OC
#55 Cc1nc2cc(-c3ccccc3)nn2c(C)c1Sc1nccc(-c2cccnc2)n1

assay / entry	51	52	53	54	55
OPRK1 antag MB	-6	1	-16	-10	-11
Luminol counter	-4	-1	2	3	-9
S1P1 ag	6	0	-1	-12	-17
rat GALR2 ag	-5	-6	-4	-7	-6
Nox1 inhibitor	5	-43	-48	19	2
TLR4 MyD88 blk	2	4	0	-3	2
NOTCH agonist	0.3	-0.7	-0.3	1.1	.
PME-1 Maybr inh	-1	3	1	4	8

#56 N#Cc1n[nH]nc1-c1ccc(OC(=O)c2ccc(Cl)cc2)cc1
#57 CCc1ccnc(NC(=O)NS(=O)(=O)c2ccc(C)cc2)c1
#58 COC(=O)c1snc(-c2c(Cl)cccc2Cl)c1C(=O)OC
#59 CCN(CC)c1ccc([N+](=O)[O-])c(N(CC)CC)n1
#60 Cc1ccc(S(=O)(=O)NC(=O)NCc2nc(-c3ccc(C(F)(F)F)cc3)no2)cc1

assay / entry	56	57	58	59	60
OPRK1 antag MB	22	0	-6	-13	10
Luminol counter	-27	1	-3	9	-4
S1P1 ag	-1	-8	10	49	-19
rat GALR2 ag	0	-3	-6	-6	-5
Nox1 inhibitor	0	-34	24	-30	24
TLR4 MyD88 blk	2	7	-2	8	-8
NOTCH agonist	-0.7	-0.5	0.1	0.0	0.2
PME-1 Maybr inh	-9	-4	3	7	3

#61 CCSc1nc2ccccc2nc1SCC
#62 CN(C)c1ccc(/C=C(\C#N)S(C)(=O)=O)c(Cl)c1
#63 CCN1C(=O)C(=Cc2ccc(N(C)C)cc2)C(=O)N(CC)C1=S
#64 O=C(Nc1ccc(C2SCCS2)cc1)c1ccc(Cl)cc1Cl
#65 CSc1sc(-c2ccon2)c(-c2ccco2)c1C#N
#66 c1ccc2c(c1)c1ccccc1n2CC1CS1 (stereo not drawn)
#67 Cc1cc(C(=O)Sc2cccc(C(F)(F)F)c2)nn1C(C)(C)C
#68 O=C(O)c1ccc(C(=O)O)c(OC(F)(F)F)c1

assay / entry	61	62	63	64	65	66	67	68
OPRK1 antag MB	-21	-4	1	7	23	-3	-45	-2
Luminol counter	3	19	-1	0	-8	-7	-6	-1
S1P1 ag	-7	-12	-1	8	18	1	1	6
rat GALR2 ag	-7	-4	-2	-3	-5	-7	14	-7
Nox1 inhibitor	-17	-20	44	-11	20	24	17	-72
TLR4 MyD88 blk	-4	0	-9	-3	0	-2	7	-2
NOTCH agonist	-0.4	-0.5	-0.4	-0.6	-0.9	0.1	-1.7	-0.4
PME-1 Maybr inh	-1	-2	-7	-12	12	-1	11	-1
